Assay outcomes (PubChem BioAssay)
FBW7 activator – activators of human E3 ligase FBW7; 0.13% of 650,000 active; Q969H0; AlphaScreen FBW7–phospho-cyclin E peptide binding, activator screen; AID 1259310; normalized activity (activation), % at 26.1 µM; in the data active means normalized activity above about 1.9%;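 further: purified mutant Fbw7 with reduced substrate affinity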
TEAD-YAP inh – TEAD-YAP interaction inhibition. AID 1259422. HEK-TIYL cells, TEAD-Gal4/YAP UAS-luciferase luminescence. inhibition, % at 9.12 µM. 1.4% of 640,000 active; in the data active means inhibition above about 32%;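 further: 0% = median of test compound wells and 100% = reference inhibitor wells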
MITF inh – human MITF inhibition, primary screen; 0.91% of 650,000 active; O75030; inhibition, % at 2.6 µM; AlphaScreen MITF homodimerization, bead proximity signal; in the data active means inhibition above about 50%;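 further: 0% = vehicle wells with protein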
Target sequence (O75030 whole entry, looked up): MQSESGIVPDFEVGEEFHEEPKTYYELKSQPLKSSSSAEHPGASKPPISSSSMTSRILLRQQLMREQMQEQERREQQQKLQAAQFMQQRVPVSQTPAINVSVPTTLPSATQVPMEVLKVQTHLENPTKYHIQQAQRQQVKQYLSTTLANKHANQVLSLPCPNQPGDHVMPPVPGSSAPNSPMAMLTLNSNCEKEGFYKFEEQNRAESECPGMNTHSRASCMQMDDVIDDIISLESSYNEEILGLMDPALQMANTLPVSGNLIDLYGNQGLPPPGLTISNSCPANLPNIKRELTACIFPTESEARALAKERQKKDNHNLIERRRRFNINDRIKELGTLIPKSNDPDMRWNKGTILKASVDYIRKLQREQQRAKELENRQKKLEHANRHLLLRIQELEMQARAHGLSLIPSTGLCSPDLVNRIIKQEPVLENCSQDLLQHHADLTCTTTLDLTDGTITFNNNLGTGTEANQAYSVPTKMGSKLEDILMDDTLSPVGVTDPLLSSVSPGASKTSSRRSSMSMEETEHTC
GPR151 activ – human GPR151 activation; PathHunter beta-arrestin GPR151 cells, luminescence; activation, % at 11.2 µM; 1% of 650,000 active; AID 1508602; in the data active means activation above about 4.9%;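 further: 0% = median of compound wells and 100% = cells with positive control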
Target sequence (Q8TDV0 whole entry, looked up): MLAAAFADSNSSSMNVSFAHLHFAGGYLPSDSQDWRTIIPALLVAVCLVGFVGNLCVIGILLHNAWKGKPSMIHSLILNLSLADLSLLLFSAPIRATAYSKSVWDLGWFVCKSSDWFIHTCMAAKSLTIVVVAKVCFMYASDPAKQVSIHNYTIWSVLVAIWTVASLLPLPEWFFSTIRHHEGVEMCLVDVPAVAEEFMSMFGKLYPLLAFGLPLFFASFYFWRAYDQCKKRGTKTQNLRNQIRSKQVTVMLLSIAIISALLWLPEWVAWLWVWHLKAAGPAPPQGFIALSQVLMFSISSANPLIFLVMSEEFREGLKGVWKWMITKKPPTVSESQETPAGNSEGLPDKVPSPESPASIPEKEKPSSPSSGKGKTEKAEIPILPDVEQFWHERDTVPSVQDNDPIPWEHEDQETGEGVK
Active calls of the source: *.

The opening 13 compounds, ahead of the listing:
Order of results – FBW7 activator, TEAD-YAP inh, MITF inh, GPR151 activ
1	COc1cccc(C(=O)Nc2cccc(-c3nc4ccccc4o3)c2C)c1
→ 0.0, 2.4, -6.3, 2.0
2	CCN1C(=O)/C(=C/c2cccs2)SC1=S
→ 0.8, 10.0, 8.6, -0.9
3	CCCCn1nnnc1SCC(=O)Nc1cccc(C)c1
→ 0.0, -7.2, 21.0, 0.1
4	CC(NC(=O)CSc1nn(-c2ccccc2)c(=S)s1)c1ccccc1 (centres undefined)
→ -0.1, 15.0, 5.4, 1.0
5	CCN1C(=O)c2cccc3c(S(=O)(=O)NC4CCCC4)ccc1c23
→ -0.1, -0.8, 43.7, -0.6
6	Cc1ccccc1C(=O)NCCN1CCOCC1
→ -0.1, -6.6, -0.6, 0.0
7	CC(C)CCn1cnc2c(cnn2-c2ccc(Cl)cc2)c1=O
→ 1.6, 0.5, 20.1, 1.0
8	COc1ccc(C2C(=O)N(C3CCCCC3)CC(=O)N2Cc2ccc3c(c2)OCO3)cc1 (centres undefined)
→ 0.3, -2.4, -8.9, -0.5
9	CN1CCN(c2ccc(-c3cccc(C(=O)NC4CCN(Cc5ccccc5)CC4)c3)cc2)CC1
→ 0.2, -11.8, 1.6, 0.5
10	CCOC(=O)N1CCc2c(sc3c2c(=O)n(-c2ccc(F)cc2)c(=O)n3CC(N)=O)C1
→ -0.1, 1.1, 4.3, 1.2
11	OCc1nc2ccccc2n1/N=C/c1cc(Br)ccc1O
→ -0.2, 4.1, 26.7, -0.5
12	CCOc1ccc(CNn2cnnc2SCc2ccc(F)cc2)cc1
→ -0.3, 7.7, -8.9, 0.9
13	COc1cccc(C(=O)N2CCCc3ccccc32)c1
→ 0.0, 13.8, -0.6, 0.9

The list itself (from the top)
Order of results – FBW7 activator, TEAD-YAP inh, MITF inh, GPR151 activ
1	COc1cccc(C(=O)Nc2cccc(-c3nc4ccccc4o3)c2C)c1
→ 0.0, 2.4, -6.3, 2.0
2	CCN1C(=O)/C(=C/c2cccs2)SC1=S
→ 0.8, 10.0, 8.6, -0.9
3	CCCCn1nnnc1SCC(=O)Nc1cccc(C)c1
→ 0.0, -7.2, 21.0, 0.1
4	CC(NC(=O)CSc1nn(-c2ccccc2)c(=S)s1)c1ccccc1 (centres undefined)
→ -0.1, 15.0, 5.4, 1.0
5	CCN1C(=O)c2cccc3c(S(=O)(=O)NC4CCCC4)ccc1c23
→ -0.1, -0.8, 43.7, -0.6
6	Cc1ccccc1C(=O)NCCN1CCOCC1
→ -0.1, -6.6, -0.6, 0.0
7	CC(C)CCn1cnc2c(cnn2-c2ccc(Cl)cc2)c1=O
→ 1.6, 0.5, 20.1, 1.0
8	COc1ccc(C2C(=O)N(C3CCCCC3)CC(=O)N2Cc2ccc3c(c2)OCO3)cc1 (centres undefined)
→ 0.3, -2.4, -8.9, -0.5
9	CN1CCN(c2ccc(-c3cccc(C(=O)NC4CCN(Cc5ccccc5)CC4)c3)cc2)CC1
→ 0.2, -11.8, 1.6, 0.5
10	CCOC(=O)N1CCc2c(sc3c2c(=O)n(-c2ccc(F)cc2)c(=O)n3CC(N)=O)C1
→ -0.1, 1.1, 4.3, 1.2
11	OCc1nc2ccccc2n1/N=C/c1cc(Br)ccc1O
→ -0.2, 4.1, 26.7, -0.5
12	CCOc1ccc(CNn2cnnc2SCc2ccc(F)cc2)cc1
→ -0.3, 7.7, -8.9, 0.9
13	COc1cccc(C(=O)N2CCCc3ccccc32)c1
→ 0.0, 13.8, -0.6, 0.9
14	CC1(C)CC(=O)C2=C(C1)Nc1ccccc1NC2c1cc([N+](=O)[O-])ccc1Cl (centres undefined)
→ -0.1, -2.4, -8.6, 0.1
15	CCCCNc1ccc(C(=O)O)cc1
→ 0.0, 12.1, 15.0, -1.6
16	CCOC(=O)CNC(=O)c1sc2nc(C)nc(N(C)c3ccc(C(C)C)cc3)c2c1C
→ 2.3*, 0.3, 14.8, 1.0
17	CCOc1ccc2cc(C#N)c(SCC(=O)NCc3ccc(OC)cc3)nc2c1
→ 1.3, 3.5, -1.9, -0.9
18	COCCn1c(=S)[nH]c2cc(C(=O)N3CCC(C(N)=O)(N4CCCCC4)CC3)ccc2c1=O
→ -0.2, 2.2, 0.9, -0.6
19	Cc1ccc(NC(=O)C(C)N2C(=O)c3ccccc3C2=O)c(C)c1 (centres undefined)
→ -0.1, 8.4, 15.6, -1.9
20	COc1ccc(C(=O)NC(=O)NC2CCCCC2)cc1
→ -0.1, -46.6, 7.8, -0.5
21	CCOc1ccccc1N(C)C(=O)Cn1nc(Cc2cccnc2)c2ccccc2c1=O
→ -0.1, 2.4, -6.6, -2.0
22	O=C(Cc1ccccc1)Nc1cccc(N2C(=O)C3CC=CCC3C2=O)c1 (centres undefined)
→ 0.1, 5.5, 11.2, -0.4
23	NNC(=O)c1cc(S(=O)(=O)N2CCCCCC2)c(Cl)cc1Cl
→ -0.1, 5.0, -7.1, 1.0
24	O=C(NCc1cccc(C(F)(F)F)c1)c1cnc(NC2CCC(O)CC2)s1 (centres undefined)
→ 0.1, 3.8, 3.5, 5.1*
25	Cc1nnc(NC(=O)CC2CC3CCC2C3)s1 (centres undefined)
→ 0.3, -14.9, 11.0, 0.6
26	COc1ccc([N+](=O)[O-])cc1-n1c(C)cc(C=O)c1C
→ 0.1, -9.7, 22.1, -0.6
27	CCOC(=O)C1=C(C)NC2=C(C(=O)CC(c3ccccc3)C2)C1c1ccc(O)c(OCC)c1 (centres undefined)
→ 0.2, -0.8, -1.7, -0.1
28	CCc1nc(SCC(=O)Nc2cccc(O)c2)c2ccccc2n1
→ 0.0, 7.1, 8.7, -0.9
29	O=C(COC(=O)C(O)c1ccccc1)c1ccc2c(c1)OCCO2 (centres undefined)
→ -0.5, -13.2, 5.0, 0.0
30	O=S(=O)(/N=C(/c1ccc(F)cc1)N1CCOCC1)c1ccc(Cl)cc1
→ 0.0, -1.7, -2.7, -1.4
31	Cc1cc(C)c2nc(NCCCNC(=S)NCCCN3CCOCC3)c(C#N)cc2c1
→ -0.3, 1.0, 25.8, 0.5
32	CCOc1ccc(-n2c(=S)sc3c(=O)[nH]c(SCC(=O)N4CCC(C)CC4)nc32)cc1
→ 0.0, 2.1, -0.7, 0.0
33	CCNC(=O)c1nn(CC2CC2)c2c1CN(Cc1c(C)[nH]c3ccccc13)CC2
→ -0.1, 2.5, -10.9, 0.2
34	CCCCNC(=O)c1sc2nc(C)nc(N(C)c3ccc(C(C)C)cc3)c2c1C
→ 0.4, -5.1, -8.1, 4.8
35	Nn1c(-c2ccc(F)cc2)nc2ccccc2c1=O
→ 0.5, 3.4, 17.9, 0.7
36	Cc1ccc(S(=O)(=O)Nc2ccc3c(c2)CC(=O)N3C)cc1C
→ -0.1, -10.7, -4.5, 1.0
37	Cc1ccc(Cl)cc1NC(=O)c1cnn2cccnc12
→ -0.1, -25.0, -7.5, 1.4
38	CC(C)(C)NC(=O)N1CCC2(CC1)CC(=O)c1ccccc1O2
→ -0.1, -5.5, -7.2, 1.4
39	O=C(Nc1sc2c(c1C(=O)NCc1ccco1)CCCC2)c1ccccc1[N+](=O)[O-]
→ -0.3, -4.2, -6.3, 0.1
40	Cc1ccc(C(=O)NC(=S)NNS(=O)(=O)c2ccccc2)cc1
→ -0.1, -12.9, 10.4, -0.8

Rewritten bar-delimited: part of the list above
item | SMILES | FBW7 activator | TEAD-YAP inh | MITF inh | GPR151 activ
29 | O=C(COC(=O)C(O)c1ccccc1)c1ccc2c(c1)OCCO2 (centres undefined) | -0.5 | -13.2 | 5.0 | 0.0
39 | O=C(Nc1sc2c(c1C(=O)NCc1ccco1)CCCC2)c1ccccc1[N+](=O)[O-] | -0.3 | -4.2 | -6.3 | 0.1

More results follow.
Order of results – FBW7 activator, TEAD-YAP inh, MITF inh, GPR151 activ
41	Cc1ccccc1C(=O)Nc1nc2ccccc2[nH]1
→ 0.2, 6.9, 19.1, -7.9
42	CCOC(=O)C1CCCN(C(=O)N2CCOCC2)C1 (centres undefined)
→ 0.0, 1.7, 5.4, 0.4
43	CNC(=O)CNC(=O)CNS(=O)(=O)c1ccc(I)cc1
→ -0.2, 0.1, -3.0, 2.0
44	CCc1cccc(C)c1NC(=O)c1ccc(Br)cc1
→ 0.2, 13.7, 3.0, 4.0
45	CC1(C)CC(=O)C2=C(C1)Nc1cc(C(=O)c3ccccc3)ccc1NC2c1cccc([N+](=O)[O-])c1 (centres undefined)
→ 0.1, -14.6, 4.0, -1.2
46	O=C(CCN1CCOCC1)NNC(=O)/C(=C/c1ccccc1)NC(=O)c1ccccc1
→ -0.2, -8.7, -3.1, -0.6
47	CC1CCCN(C2CCN(Cc3ccc(Cl)cc3)CC2)C1 (centres undefined)
→ -0.1, -12.6, 56.3*, 0.5
48	CCC(C(=O)OCC(C)C)n1cnc2sc(C)c(C)c2c1=O (centres undefined)
→ 0.0, 9.1, -21.4, -0.1
49	Cc1ccc(CNC(=O)Cc2c(C)nc3c(-c4ccccc4)c(C)nn3c2C)cc1
→ 0.1, -0.8, 5.1, 0.3
50	Cc1cc(-n2nc(C)cc2C)nc(NS(=O)(=O)c2ccccc2Cl)n1
→ -0.1, 1.5, -3.2, 0.5
51	COc1cnc(-c2cccnc2)nc1-c1ccccc1
→ -0.1, 7.4, -1.7, 3.3
52	O=C(CN1CCN(c2ncccn2)CC1)N(Cc1ccccc1)c1ccc(F)cc1
→ 0.0, -7.5, 0.3, 0.2
53	O=C(NCCC1=CCCCC1)c1cc(=O)[nH]c2ccccc12
→ 0.2, 3.6, 12.1, 0.0
54	CNC(=O)c1c(NC(=O)c2ccc3ccccc3c2)sc(C)c1C
→ 0.5, -7.7, 38.0, 1.6
55	CCCc1nn2c(=O)c(C(c3ccc(Cl)cc3)c3c(O)nc4sc(CCC)nn4c3=O)c(O)nc2s1
→ 0.0, -3.6, 8.8, -0.4
56	C=CCN(c1ccc(C(=O)NC2CC2)cc1)S(C)(=O)=O
→ 0.1, 3.5, 10.7, 0.0
57	CCN1CCCC1CNC(=O)c1sc2ncn(CC(=O)N3CCCCC3)c(=O)c2c1C (centres undefined)
→ 0.6, 0.4, 14.8, -1.8
58	C#CCOC(=O)CCC(=O)NCCCCCCCC
→ 0.0, -1.0, -9.4, 0.5
59	O=C(CSCC(=O)Nc1nc(-c2ccc3c(c2)OCO3)cs1)Nc1nccs1
→ 0.3, -3.3, -2.4, 3.1
60	COc1ccc(C2=NN(CN3C(=O)C(=O)c4cc(Br)ccc43)C(c3ccc(OC)cc3)C2)cc1 (centres undefined)
→ -0.1, -11.7, 5.5, 1.7
61	O=C(NC1CC(=O)N(c2ccccc2)C1)C1CC1 (centres undefined)
→ 0.1, 3.7, 20.8, -0.4
62	Nc1ncnc2c1nc(Br)n2C1OC2COP(=O)(O)O[C@@H]2C1O (some centres undefined)
→ -0.1, -6.7, 7.6, 3.5
63	COc1ccccc1CCNCc1c(C(=O)O)n(C)c2cc(C)ccc12
→ 0.1, 10.7, -7.3, 9.8*
64	Cc1ccc(-c2cn(S(=O)(=O)c3ccc(C)cc3)nc2N)cc1
→ -0.1, 14.8, -2.8, -0.8
65	CCC(=O)Nc1ccc(S(=O)(=O)Nc2ccccc2OC)cc1
→ -0.1, -5.0, 2.4, -1.4
66	O=C1N(CN2CCOCC2)c2ccccc2C12OC1CCCCC1O2 (centres undefined)
→ 0.1, -14.3, 4.6, 0.0
67	CCCNS(=O)(=O)c1ccc(OCC(=O)NC2CCCCCC2)cc1
→ 0.3, 8.0, 19.8, -2.1
68	CCCC1=NN(c2ccc(F)cc2)C(=O)/C1=C/N(C)C
→ 0.4, -1.2, 8.9, -0.3
69	COc1ccc(/C(O)=C2/C(=O)C(=O)N(CCO)C2c2ccc(OC)c(OC)c2)cc1 (centres undefined)
→ -0.2, 5.5, -2.5, 1.7
70	CCCCNC(=O)c1cc(C(=O)c2cc(F)ccc2O)coc1=N
→ 0.6, 7.7, -8.9, 0.9
71	CC(C)c1nc(N2CCN(C(=S)NCc3ccccc3)CC2)c(C#N)c2c1CCCC2
→ -0.1, 0.2, 15.2, 0.7
72	O=C(CCn1cnc2c(cnn2-c2ccc(F)cc2)c1=O)N1CCc2ccccc2C1
→ 0.3, -7.0, 0.7, -1.1
73	OCC1(CCOc2ccccc2)CCN(Cc2cc3ccccc3o2)CC1
→ 0.1, 11.5, 12.6, -1.9
74	Cc1cccc(CC(=O)N2CCC3(CC2)CC3C(=O)N2C[C@@H](C)O[C@@H](C)C2)c1 (some centres undefined)
→ 0.0, -0.3, 0.6, 3.4
75	CCCCc1ccc(NC(=O)CC(C)=O)cc1
→ 1.3, -16.9, 16.4, -2.0
76	COc1cccc(NC(=O)CCS(=O)(=O)c2ccccc2)c1
→ 0.4, -53.2, 14.8, -0.8
77	CCOC(=O)C(Sc1nnc2n1CCCCC2)c1ccccc1 (centres undefined)
→ 0.2, -1.1, 2.4, 0.1
78	COC(=O)CN(C)C(=O)CC1C(=O)NCCN1CC(C)(C)C (centres undefined)
→ 0.1, 9.1, 8.2, -1.4
79	Cc1ccc(Cl)cc1NC(=O)c1ccc(N2CC3CC(C2)c2cccc(=O)n2C3)c(NC(=O)/C=C/c2ccccc2)c1 (centres undefined)
→ 0.7, 2.8, 14.0, 2.2
80	CCOCCCNC(=O)/C(C#N)=C/c1c(Oc2ccc(F)cc2)nc2ccccn2c1=O
→ 0.0, -10.4, -16.8, -8.3
81	CC(C)NC(=O)c1cccc(NS(=O)(=O)c2ccc(-c3ccncc3)cc2F)c1
→ -0.2, -6.3, -2.6, 1.5
